# LYPLA2 counter: LYPLA2 inhibitors, primary screen, counter-screen for PME1 inhibitor project, biochemical, fluorescence polarization, FP-Rh probe ABPP; recombinant LYPLA2; inhibition, % at 5.9 µM; Acyl-protein thioesterase 2 (Homo sapiens), O95372; 320,000 tested, 0.38% active;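 active = inhibition above the screen-wide mean plus 3 SD, limit set per campaign, cut at about 26% in these data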;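 note: 0% = LYPLA2 with DMSO and 100% = wells lacking LYPLA2 enzyme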
# Target sequence (O95372 whole entry, looked up): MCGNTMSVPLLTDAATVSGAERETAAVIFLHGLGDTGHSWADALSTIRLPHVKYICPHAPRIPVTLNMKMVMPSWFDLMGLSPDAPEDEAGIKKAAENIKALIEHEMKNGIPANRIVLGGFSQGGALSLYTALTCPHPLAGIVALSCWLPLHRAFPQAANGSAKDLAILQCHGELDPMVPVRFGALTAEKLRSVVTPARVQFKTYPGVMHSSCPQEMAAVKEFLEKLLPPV
# LYPLA1 inh: LYPLA1 inhibitors, primary screen, counter-screen for PME1 inhibitor project, biochemical, fluorescence polarization, FP-Rh probe ABPP; Acyl-protein thioesterase 1 (Homo sapiens), O75608; recombinant LYPLA1; inhibition, % at 5.9 µM; 320,000 tested, 0.16% active; AID 2174, 2009;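 active = inhibition above the mean of all tested compounds plus 3 SD, set per campaign, cut at about 14% in these data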;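 note: inhibitors block serine hydrolase probe labeling of LYPLA1 so polarization falls; 0% = enzyme with DMSO and 100% = wells lacking LYPLA1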
# Target sequence (O75608 whole entry, looked up): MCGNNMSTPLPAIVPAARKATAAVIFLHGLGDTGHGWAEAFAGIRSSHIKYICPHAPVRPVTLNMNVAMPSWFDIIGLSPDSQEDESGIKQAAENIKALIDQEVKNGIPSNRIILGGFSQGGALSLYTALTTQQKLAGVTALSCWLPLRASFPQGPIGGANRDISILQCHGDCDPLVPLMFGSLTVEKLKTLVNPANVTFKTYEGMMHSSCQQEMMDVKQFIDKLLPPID
# PAD4 inh: human PAD4 inhibitors, primary screen, biochemical, fluorescence polarization, 1536-well format; Protein-arginine deiminase type-4 (Homo sapiens), Q9UM07; recombinant PAD4, RCA probe fluorescence polarization; inhibition, % at 6.36 µM; 330,000 tested, 0.41% active; AID 485272, 2010;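 active = percent inhibition above a cutoff equal to the mean of all tested compounds plus 3 SD, cut at about 15% in these data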;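 note: 0% = PAD4 with RCA probe and DMSO and 100% = probe without PAD4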
# PAFAH2 inh: PAFAH2 enzyme inhibitors, primary screen, biochemical, fluorescence polarization, human. recombinant PAFAH2, FP-rhodamine activity probe. inhibition, % at 3.39 µM. 340,000 tested, 0.99% active;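 active = inhibition above the mean over all tested compounds plus 3 SD, cut at about 30% in these data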;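 note: inhibitors block probe labeling of enzyme so polarization drops; 0% = enzyme with DMSO and 100% = wells lacking PAFAH2 protein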
# PREPL inhibitor: PREPL enzyme inhibitors, primary screen, biochemical, fluorescence polarization; Prolyl endopeptidase-like (Homo sapiens), Q4J6C6; recombinant PREPL, fluorescence polarization activity-based probe; inhibition, % at 5.96 µM; 320,000 tested, 0.68% active; in the data active = inhibition above about 43%;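 note: 0% = enzyme with DMSO and 100% = wells lacking enzyme; many of its hits are not listed in these tables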
# PAFAH1B3 FP inh: PAFAH1B3 enzyme inhibitors, primary screen, biochemical, fluorescence polarization, human; Platelet-activating factor acetylhydrolase IB subunit alpha1 (Homo sapiens), Q15102; recombinant PAFAH1B3, FP-rhodamine probe; inhibition, % at 3.39 µM; 340,000 tested, 0.28% active; AID 492972, 2010;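 active = inhibition above the screen-wide average of all tested compounds plus 3 SD, cut at about 25% in these data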;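 note: 0% = enzyme with DMSO only and 100% = wells lacking PAFAH1B3 protein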
# Target sequence (Q15102 whole entry, looked up): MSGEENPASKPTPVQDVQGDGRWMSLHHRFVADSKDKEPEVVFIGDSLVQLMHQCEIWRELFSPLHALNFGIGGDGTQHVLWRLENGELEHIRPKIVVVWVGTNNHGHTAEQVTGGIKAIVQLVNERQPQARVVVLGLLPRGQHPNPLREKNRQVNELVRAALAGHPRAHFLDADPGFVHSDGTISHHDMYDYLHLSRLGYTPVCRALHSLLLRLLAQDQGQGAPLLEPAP
# ZTA counter: blocks Epstein-Barr virus ZTA, an EBNA-1 counter-screen; P03206; ZTA-DNA binding, fluorescence polarization; inhibition, % at 11 µM; 320,000 tested, 0.15% active; in the data active = inhibition above about 33%
# Target sequence (P03206 whole entry, looked up): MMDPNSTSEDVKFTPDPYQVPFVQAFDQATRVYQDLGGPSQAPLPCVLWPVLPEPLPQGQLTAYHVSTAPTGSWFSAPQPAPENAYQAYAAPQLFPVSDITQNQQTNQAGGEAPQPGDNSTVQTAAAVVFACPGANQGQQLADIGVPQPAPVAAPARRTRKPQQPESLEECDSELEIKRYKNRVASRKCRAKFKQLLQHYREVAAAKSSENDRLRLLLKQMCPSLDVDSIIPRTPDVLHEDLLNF
# GSTO1 counter: inhibitors of recombinant GSTO1, primary screen, counter-screen for RBBP9 inhibitor project, biochemical, fluorescence polarization; activity-based probe fluorescence polarization; inhibition, % at 5.96 µM; 300,000 tested, 1.1% active;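 active = inhibition above the campaign mean inhibition plus 3 SD, cut at about 35% in these data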;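 note: 0% = GSTO1-1 with DMSO and 100% = wells lacking GSTO1-1 enzyme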
# EBNA-1 inh: EBNA-1 DNA-binding inhibitors, primary screen, biochemical, fluorescence polarization; inhibition, % at 14.8 µM; 300,000 tested, 0.34% active; AID 1950, 2009; in the data active = inhibition above about 28%
# The depositor's hits bear a star; x = not tested or not shown.
smiles	LYPLA2 counter	LYPLA1 inh	PAD4 inh	PAFAH2 inh	PREPL inhibitor	PAFAH1B3 FP inh	ZTA counter	GSTO1 counter	EBNA-1 inh
COc1cccc(CC(=O)OCC(=O)NC2(C#N)CCCCC2)c1	-2	0	0	32*	-4	4	6	2	2
COC(=O)c1cc(NC(=O)C2COc3ccccc3O2)cc(C(=O)OC)c1 (stereo not drawn)	-6	-4	-10	0	3	11	-3	-10	-8
COc1ccc(CCNC(=O)c2coc(=O)c(Br)c2)cc1	8	8	-2	x	7	x	3	-6	12
Cc1ccc(SCC(=O)NCCN2C(=O)CSC2=O)cc1C	-7	-2	0	9	-8	12	12	-5	1
COc1ccc([C@H]2[C@@H](C#N)[C@H](C#N)N3CCCN23)cc1	1	-2	2	-5	0	5	12	2	5
O=C(Nc1ccc(OCC(=O)N2CCOCC2)cc1)c1cccc(Cl)c1	3	-5	4	0	-2	1	-4	2	2
CC(=O)c1ccc(N2CCN(C(=O)c3cc(-c4cccnc4)nc4ccc(Br)cc34)CC2)cc1	3	-6	-1	5	-9	1	-3	-5	-15
CCCCC(=O)NC(c1cccs1)c1cc(Cl)c2cccnc2c1O (stereo not drawn)	7	1	-7	17	5	13	4	-37	5
COc1cccc(C(=O)Nc2cccc(C(C)=O)c2)c1	0	-1	3	5	-3	14	-4	-3	-2
COc1ccccc1NC(=O)/C=C/c1ccc(OC)c(S(=O)(=O)N2CCOCC2)c1	3	5	0	-1	-8	0	4	-6	7
O=C(CSc1nc(-c2ccccc2)nc2ccc(F)cc12)Nc1cccc(C(=O)O)c1	-8	-11	-2	4	-3	-1	8	-64	14
CCOc1ccc(Oc2ccc(C(F)(F)F)cc2NC(=O)C2=COCCO2)cc1	-1	-1	0	-10	7	5	0	x	x
CCCCn1c(N)c(N(CCOC)C(=O)c2ccc(C)c(S(=O)(=O)N3CCOCC3)c2)c(=O)[nH]c1=O	8	2	-1	8	7	5	-9	-1	-11
CCOc1ccc(Cl)cc1S(=O)(=O)N1CCC(C(=O)NCc2cccnc2)CC1	-3	-1	2	2	29	7	5	-3	-7
N=C1C(c2ccccc2)=C(O)CN1c1cccc(S(=O)(=O)NCc2ccco2)c1	3	-1	4	-13	-2	-1	-15	8	-11
COc1cc(C(=O)NC(C)c2cc(C)ccc2C)ccc1OCC(=O)N1CCOCC1 (stereo not drawn)	2	-2	-4	7	-3	5	-3	x	x

# Sorted by heavy-atom count (rising): 7 of the compounds above
smiles	LYPLA2 counter	LYPLA1 inh	PAD4 inh	PAFAH2 inh	PREPL inhibitor	PAFAH1B3 FP inh	ZTA counter	GSTO1 counter	EBNA-1 inh
COc1cccc(C(=O)Nc2cccc(C(C)=O)c2)c1	0	-1	3	5	-3	14	-4	-3	-2
CCCCC(=O)NC(c1cccs1)c1cc(Cl)c2cccnc2c1O (stereo not drawn)	7	1	-7	17	5	13	4	-37	5
CCOc1ccc(Cl)cc1S(=O)(=O)N1CCC(C(=O)NCc2cccnc2)CC1	-3	-1	2	2	29	7	5	-3	-7
COc1ccccc1NC(=O)/C=C/c1ccc(OC)c(S(=O)(=O)N2CCOCC2)c1	3	5	0	-1	-8	0	4	-6	7
O=C(CSc1nc(-c2ccccc2)nc2ccc(F)cc12)Nc1cccc(C(=O)O)c1	-8	-11	-2	4	-3	-1	8	-64	14
CC(=O)c1ccc(N2CCN(C(=O)c3cc(-c4cccnc4)nc4ccc(Br)cc34)CC2)cc1	3	-6	-1	5	-9	1	-3	-5	-15
CCCCn1c(N)c(N(CCOC)C(=O)c2ccc(C)c(S(=O)(=O)N3CCOCC3)c2)c(=O)[nH]c1=O	8	2	-1	8	7	5	-9	-1	-11

# Other entries:
smiles	LYPLA2 counter	LYPLA1 inh	PAD4 inh	PAFAH2 inh	PREPL inhibitor	PAFAH1B3 FP inh	ZTA counter	GSTO1 counter	EBNA-1 inh
Cc1cccc(OCCCCCN2CCOCC2)c1C	-3	0	-4	-1	4	5	7	2	1
CCOC(=S)SCc1cn2ccccc2n1	1	0	0	1	-4	7	-5	15	-13
CCOC(=O)Cc1csc(NS(=O)(=O)c2ccc(F)cc2)n1	0	-1	1	12	-2	3	4	9	-1
N#Cc1ccccc1Sc1ccccc1C(=O)Nc1ccc(Br)cc1	-15	-16	3	-3	-8	1	-5	-16	8
CS(=O)(=O)N1CCN(C(=O)Cc2cccs2)CC1	0	1	-9	9	10	6	-6	-1	0
Cc1ccc(N(C)C(=O)C2CCN(S(=O)(=O)c3ccc4c(c3)oc(=O)n4C)CC2)cc1	0	2	-5	6	12	6	-4	0	-4
Cc1ccc(O)c(C(=O)c2cnc3c(c2)c(C)nn3C)c1	3	2	-4	6	0	1	-12	-4	-16
CSc1nc(N)nc(C(C)C)n1	3	0	-3	6	7	3	13	6	-1
CC(=O)Nc1ccc(C(=O)Nc2cccc(S(=O)(=O)N(C)c3ccccc3)c2)cc1	-17	-18	-7	0	0	-5	-8	x	x
c1ccc2c(c1)-c1cccc3c1c-2cc1ccccc13	-8	-5	-2	x	-4	x	4	x	x
Cc1ccc(S(=O)(=O)CCC(=O)OCC(=O)NCC(=O)Nc2c(C)cc(C)cc2C)cc1	4	2	-2	3	2	-3	-9	2	-4
Oc1ccccc1C1=NN(c2ccccc2)C(c2ccccc2)C1 (stereo not drawn)	0	-5	-1	2	13	9	-3	1	2
O=C1C=C(O)C(n2cncn2)C(c2ccc(F)cc2)C1 (stereo not drawn)	-3	0	-9	-1	-1	1	4	-4	-12
CN(C)S(=O)(=O)c1cccc(C(=O)Nc2ccccc2[N+](=O)[O-])c1	-2	-1	0	-10	4	0	-2	8	1
O=S1(=O)CCO[C@H]2Cc3ccccc3[C@H]2N1Cc1cccc(C(F)(F)F)c1	-4	-1	-2	-3	3	4	2	1	3
COc1ccc(N(C(=O)c2snc(C(N)=O)c2N)C(C(=O)NC2CCCC2)c2ccc(OC)c(OC)c2)cc1 (stereo not drawn)	0	-4	0	8	-7	0	-3	-6	-1

# In another format: two of the compounds above
Oc1ccccc1C1=NN(c2ccccc2)C(c2ccccc2)C1 (stereo not drawn)
  LYPLA2 counter: 0	LYPLA1 inh: -5	PAD4 inh: -1	PAFAH2 inh: 2	PREPL inhibitor: 13	PAFAH1B3 FP inh: 9	ZTA counter: -3	GSTO1 counter: 1	EBNA-1 inh: 2

CC(=O)Nc1ccc(C(=O)Nc2cccc(S(=O)(=O)N(C)c3ccccc3)c2)cc1
  LYPLA2 counter: -17	LYPLA1 inh: -18	PAD4 inh: -7	PAFAH2 inh: 0	PREPL inhibitor: 0	PAFAH1B3 FP inh: -5	ZTA counter: -8	GSTO1 counter: x	EBNA-1 inh: x

# Following part
smiles	LYPLA2 counter	LYPLA1 inh	PAD4 inh	PAFAH2 inh	PREPL inhibitor	PAFAH1B3 FP inh	ZTA counter	GSTO1 counter	EBNA-1 inh
C/C(=N\Nc1c([N+](=O)[O-])c(C)nn1C)c1ccc(F)cc1F	9	4	-2	1	-1	7	4	-2	-4
O=C(CN(Cc1ccc(F)cc1)C(=O)CCC(=O)Nc1ccccn1)NCc1ccc(F)cc1	-7	-8	2	11	-7	-5	6	3	11
COc1cc(C(=O)N=C2SC3CS(=O)(=O)CC3N2c2ccccc2)cc(OC)c1OC (stereo not drawn)	5	2	-5	7	11	12	0	4	1
O=C(COC(=O)CSc1ccc(Cl)cc1)Nc1ccc2[nH]c(=O)[nH]c2c1	x	x	-1	-2	39	2	x	x	x
O=C1C2C3C=CC(C4CC34)C2C(=O)N1/N=C/c1ccc([N+](=O)[O-])s1 (stereo not drawn)	0	1	-3	3	1	6	-15	-3	5
N#Cc1ccc(CSCC(=O)NN=C2CCCC2)cc1	1	3	-4	2	-12	-2	5	4	-4
Cc1ccc(C(=O)NCCCNC(=O)c2ccccn2)cc1	-2	2	4	-5	-8	0	15	4	6
O=C(N/N=C/c1cccc(Br)c1)c1ccc(Cn2cc(Br)cn2)o1	-26	-21	-2	-6	-23	-7	0	-15	-5
Cc1ccccc1CN(c1ccc(C(=O)Nc2ccccc2C(=O)NCc2ccco2)cc1)S(C)(=O)=O	-23	-16	2	-15	-8	-9	11	-15	9
COc1cc(CNC2CCCC2)c(Br)cc1OCc1ccccc1	-3	0	-4	13	15	12	-3	5	-2
COC(=O)C1=C(C(=O)OC)SC(=C2C(=S)C(C)(C)N(C(=O)C(C)C)c3ccccc32)S1	5	1	0	15	3	19	-18	14	2
NS(=O)(=O)c1ccc(CNC(=O)c2ccc(Cl)c(S(=O)(=O)NCc3ccccc3)c2)cc1	-1	-3	6	2	-1	5	2	x	x
CCC(C)c1ccccc1NC(=O)CN(C)CC(=O)Nc1ccccc1SC (stereo not drawn)	2	1	-2	-8	6	8	11	2	7
O=S(=O)(NCc1ccc2c(c1)OCO2)c1ccccc1F	-1	0	-9	5	7	13	-7	-1	1
CCCOP(=O)(c1ccc(N(C)C)cc1)C(Nc1ccccc1)c1ccc(C)cc1 (stereo not drawn)	-3	0	4	5	21	0	-11	0	-3
CCOC(=O)N1CCC(N2CCN(S(=O)(=O)c3ccc4ccccc4c3)CC2)CC1	4	1	1	5	12	-1	-16	0	5

# Printed as active in PAFAH2 inh, among the entries above:
molecule	PAD4 inh	PAFAH2 inh	PREPL inhibitor	PAFAH1B3 FP inh	EBNA-1 inh
COc1cccc(CC(=O)OCC(=O)NC2(C#N)CCCCC2)c1	0	32*	-4	4	2

# Continuation.
smiles	LYPLA2 counter	LYPLA1 inh	PAD4 inh	PAFAH2 inh	PREPL inhibitor	PAFAH1B3 FP inh	ZTA counter	GSTO1 counter	EBNA-1 inh
COC(=O)COc1ccccc1/C=C1/NC(=O)NC1=O	-1	-1	-2	-1	-5	7	-9	-5	-2
O=C(NCc1ccc(F)cc1)c1ccc(N2CCc3ccccc32)c([N+](=O)[O-])c1	8	-1	-5	-16	20	-1	-16	9	-4
Cc1ccc(NC(=O)N2CCCC2c2cccs2)cc1 (stereo not drawn)	24	-2	-4	-2	-4	6	6	2	12
CN(C)C(CNC(=O)c1ccc([N+](=O)[O-])cc1Cl)c1ccco1 (stereo not drawn)	4	2	-6	0	3	1	-3	4	-1
COc1cc(OC)cc(-c2nnc(SCC(=O)N(C(C)C)C(C)C)o2)c1	-5	4	0	-4	-24	3	10	-1	2
O=C1C2C3C=CC(C4CC34)C2C(=O)N1CCCCN1CCN(c2ccc(F)cc2)CC1 (stereo not drawn)	2	1	-1	0	18	2	6	-4	-2
C[C@H](CO)N1C[C@H](C)[C@@H](CN(C)C(=O)NC2CCCCC2)Oc2c(NC(=O)c3ccncc3)cccc2C1=O	x	x	1	-3	13	-12	x	x	x
CCOc1ccc(C2=NNC(c3cccs3)=Nc3ccc(OCC)cc32)cc1	-6	-2	0	x	-9	x	10	-8	-13
CNC(=O)OCc1cccc(COC(=O)NC)n1	6	2	1	-4	4	3	-4	3	2
NC(=O)C1CCN(C(=O)c2ccc(CS(=O)(=O)c3c(Cl)cccc3Cl)o2)CC1	-2	0	2	0	3	6	-30	7	-9
CN(CCOc1ccccc1)C(=O)c1ccc(OC2CCN(C(=O)C3CC3)CC2)cc1	5	3	-2	2	-1	7	8	-1	-9

# 2 compounds picked at random from those above, as already listed:
smiles	LYPLA2 counter	LYPLA1 inh	PAD4 inh	PAFAH2 inh	PREPL inhibitor	PAFAH1B3 FP inh	ZTA counter	GSTO1 counter	EBNA-1 inh
CNC(=O)OCc1cccc(COC(=O)NC)n1	6	2	1	-4	4	3	-4	3	2
CN(C)C(CNC(=O)c1ccc([N+](=O)[O-])cc1Cl)c1ccco1 (stereo not drawn)	4	2	-6	0	3	1	-3	4	-1

# Compound activity (PubChem)

# Some of the compounds tested; count on the stated rates, not on these rows.
